Bioassay records: PubChem, several laboratories
SSB-PriA inh: inhibitors of Klebsiella pneumoniae PriA binding to SSB C-terminal tail, primary screen, biochemical, AlphaScreen. 0.6% of 430,000 active. inhibition, % at 33 µM. PriA–SSB C-terminal tail interaction (Klebsiella pneumoniae). AlphaScreen SSBct-PriA binding, biotinylated peptide. AID 1272365, 2023; in the data active = inhibition mostly above about 37%, no sharp cut-off; inactive = mostly below about 20%;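 note: plate controls were negative control peptide for no effect and reference peptide for full effect; strong numbers were not always called active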
TcdB inh: TcdB glycohydrolase inhibitors, primary screen, biochemical, single point, plate reader | inhibition, % at 9.99 µM | TcdB glycohydrolase enzymatic assay | Toxin B (Clostridioides difficile), P18177 | 0.24% of 350,000 active; in the data active = inhibition above about 10%
PrPC surface inh: inhibitors of human cell surface prion protein PrPC, primary screen, cell-based, TR-FRET | Major prion protein (Homo sapiens), P04156 | TR-FRET read-out | inhibition, % at 13.8 µM | 0.43% of 370,000 active | AID 720596, 2013; in the data active = inhibition above about 24%; note: 0% = median of the test wells and 100% = reference compound wells
3CLpro inhibitor: SARS-CoV 3CLpro protease inhibitors, primary screen, biochemical, quenched FRET | 0.14% of 290,000 active | Replicase polyprotein 1ab (Severe acute respiratory syndrome coronavirus), P0C6X7 | inhibition, % at 6 µM | recombinant SARS-CoV 3CLpro, quenched FRET peptide cleavage | AID 1706, 2009; in the data active = inhibition above about 12%
MazF activator: activators of E. coli MazEF toxin-antitoxin RNase, primary screen, biochemical, fluorescence, uHTS | FAM/BHQ RNA-DNA oligo cleavage fluorescence, 5 h | Endoribonuclease toxin MazF (Escherichia coli (strain K12)), P0AE70 | activation, % at 20 µM | 0.32% of 350,000 active; in the data active = activation above about 50%
Target sequence (P0AE70 whole entry, looked up): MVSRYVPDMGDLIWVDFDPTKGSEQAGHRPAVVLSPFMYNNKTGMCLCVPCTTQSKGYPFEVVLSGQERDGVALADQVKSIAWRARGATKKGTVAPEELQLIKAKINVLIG
Yp Topo-I inh: Yersinia pestis topoisomerase I inhibitors, primary screen, biochemical, cleavage product accumulation, plate reader, single point | AID 504884, 2011 | activity, % at 10 µM | DNA topoisomerase I (Yersinia pestis CO92) | Y. pestis Topo-I cleavage product accumulation | 0.064% of 360,000 active; in the data active = activity above about 50%, passing the limit was not always enough; note: inactives centre near 2
DUSP3 inh: VHR1 phosphatase inhibitors, primary screen, biochemical, absorbance, uHTS; recombinant VHR phosphatase, pNPP absorbance; inhibition, % at 13.3 µM; 0.52% of 290,000 active; AID 1654, 2009; in the data active = inhibition above about 50%; note: some compounds called inactive have numbers as strong as hits
Target sequence (P51452 whole entry, looked up): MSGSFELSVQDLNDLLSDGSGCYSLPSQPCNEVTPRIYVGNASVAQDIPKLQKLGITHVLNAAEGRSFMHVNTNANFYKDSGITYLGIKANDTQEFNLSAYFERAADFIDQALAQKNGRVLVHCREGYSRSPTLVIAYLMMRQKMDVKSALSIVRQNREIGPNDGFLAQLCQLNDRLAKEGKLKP
Rv3671c inh: Rv3671c serine protease inhibitors, primary screen, biochemical, fluorescence polarization, M. tuberculosis H37Rv; P9WHR9; inhibition, % at 5.96 µM; 0.048% of 320,000 active; AID 2606, 2010; in the data active = inhibition above about 38%;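 note: extracellular domain of Rv3671c used as enzyme; 0% = enzyme with DMSO and 100% = no enzyme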
Target sequence (P9WHR9 whole entry, looked up, the tested form may be a part): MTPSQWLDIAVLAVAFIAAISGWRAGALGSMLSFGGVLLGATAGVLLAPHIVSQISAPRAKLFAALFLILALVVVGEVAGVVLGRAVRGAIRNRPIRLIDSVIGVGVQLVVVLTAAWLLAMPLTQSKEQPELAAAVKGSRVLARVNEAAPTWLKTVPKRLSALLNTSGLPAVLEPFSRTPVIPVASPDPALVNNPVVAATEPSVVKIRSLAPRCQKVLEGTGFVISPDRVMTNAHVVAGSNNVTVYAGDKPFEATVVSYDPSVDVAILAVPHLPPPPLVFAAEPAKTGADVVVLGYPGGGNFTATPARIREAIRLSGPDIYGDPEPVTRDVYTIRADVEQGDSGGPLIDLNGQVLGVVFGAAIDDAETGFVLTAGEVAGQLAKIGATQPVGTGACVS
CCHF vOTU inh: CCHFV vOTU protease inhibitors, primary screen, biochemical, Pep-AMC substrate, fluorescence. AID 651958, 2012. Crimean-Congo hemorrhagic fever virus L polyprotein viral ovarian tumor (vOTU) protease …. inhibition, % at 11.5 µM. 0.55% of 370,000 active; in the data active = inhibition above about 30%; note: 0% = vehicle wells with enzyme and 100% = no enzyme wells
Vc quorum ag: inducers of Vibrio cholerae quorum light production without autoinducers, primary screen, BH1578 luxS cqsA deficient, single point | 0.16% of 350,000 active | activation, % at 18.7 µM | V. cholerae BH1578 lux reporter, luminescence, 6 h; in the data active = activation mostly above about 9.7%, no sharp cut-off; note: not every result past the cut was called active; inactives centre near 0; reference of the scale not given here
* hit, by the source's call; i = inactive; . = not tested or not shown; & = joins results of further samples. Some of the compounds tested (hit frequency here may not be typical).

SMILES	SSB-PriA inh	TcdB inh	PrPC surface inh	3CLpro inhibitor	MazF activator	Yp Topo-I inh	DUSP3 inh	Rv3671c inh	CCHF vOTU inh	Vc quorum ag
COc1ccc(OC)c(NC(=O)c2cnc(Nc3ccccc3OC)c3ccccc23)c1	-35.4	.	10.5	1.2	-5.5	11.3	-8.5	5.4	-27.4	-1.4
COc1cc(OC)c(Nc2cc(C)nc3nc(C)nn23)cc1Cl	0.2	2.1	0.5	0.9	0.5	-6.4	19.3	-5.9	-8.4	16.4
Cc1[nH]n(-c2ccccc2)c(=O)c1/C=N/NC(=O)C(C)C	.	-7.2	28.8*	0.8	-15.4	-2.9	28.0	-41.7	4.6	i
CC(C)(C)c1ccc(C(=O)N2CCC2(C)C(=O)NCCC#N)cc1 (stereo unspecified)	.	0.4	0.0	.	.	2.6	.	.	5.5	-0.5
O=C(O)c1sccc1NC(=O)c1c(Cl)cccc1Cl	-9.2	-1.8	-2.0	-0.6	7.3	6.4	10.4	-18.9	4.8	i
O=C1NC2c3ccccc3CC2O1 (stereo unspecified)	2.7	-1.0	3.8	-0.8	10.3	2.8	12.7	-0.5	10.0	i
COc1ccc(NC(=O)CN(C)S(=O)(=O)c2ccc(Br)s2)cc1	-5.2	3.7	-0.6	5.7	6.4	-5.9	2.1	10.1	-2.1	-0.2
C=CCC1(C#N)C(=S)NC2=C(C(=O)CC(C)(C)C2)C1c1ccc(Br)cc1 (stereo unspecified)	3.3	0.5	-0.9	-5.5	0.1	-5.0	-1.7	-16.0	-14.6	i
Nc1nc2c(ccc3ccccc32)s1	-2.0&-2.5	2.7	-1.5	.	-4.5	-5.7	.	-3.1	-11.2	-0.9
CCOc1ccc(NC(=O)Cn2sc3nc(C)cc(C)c3c2=O)cc1	-4.7	.	.	-1.4	-37.4	2.5	5.4	-5.0	.	-0.3
COc1ccc(-n2nc(C(=O)N3CCCCC3)c3ccccc3c2=O)cc1	-2.0	.	2.8	1.6	-1.4	9.1	-0.2	-6.8	4.2	i
N#CCCn1cc(C(CC(=O)c2ccccc2)C(=O)O)c2ccccc21 (stereo unspecified)	-15.3	.	7.5	-4.2	-2.0	4.3	22.0	1.7	5.2	-0.2
COc1cccc(OC)c1C(=O)Nc1ccnn1C	-6.2	.	.	0.1	2.4	4.2	17.0	9.3	.	i
Cc1ncc([N+](=O)[O-])n1CC(=O)NCCc1ccccc1	-6.0	0.9	-9.2	-2.6	8.7	3.9	4.8	-2.7	14.1	-0.6
COc1ccc(-c2noc(CCCOc3ccc(Cl)cc3Cl)n2)cc1	0.6	.	4.1	-0.4	-13.1	-1.6	10.3	-4.7	9.9	i
O=C(COC(=O)c1ccc2ncsc2c1)NC(=O)NCc1ccccc1	-22.8	-0.6	2.7	3.3	4.1	0.5	17.9	-2.7	-1.1	-0.5
CC(=Nc1ccc(C)c(C)c1)C1=C(O)CCC1=O	-6.1	.	-0.5	0.1	5.5	2.7	4.2	-0.4	-0.2	i
COc1cccc(OCC(O)CN2CCC(Cc3ccccc3)CC2)c1 (stereo unspecified)	-2.1	.	-2.1	-3.6	6.2	8.7	12.0	-0.1	8.7	-0.4
O=[N+]([O-])c1cc([N+](=O)[O-])c(Oc2cc(Cl)cc(Cl)c2)cc1NN1CCCCC1	17.1	0.7	-3.6	.	-2.3	-10.3	.	2.8	-5.4	-0.3
COc1cccc(OC)c1C(=O)OCc1c(-c2ccccc2)ncc2ccccc12	22.6	0.1	-4.9	.	-5.1	23.4	.	-2.9	1.5	i
COc1ccc2cc(C(=O)NCc3ccco3)c(=O)oc2c1	-30.2	.	-3.5	-2.7	-23.1	-0.7	10.9	7.0	-18.7	0.1
CSc1cccc(NC(C)=O)c1	-7.7	.	6.7	-3.4	0.3	-1.3	-1.5	-7.9	7.7	-0.6
Cc1nn(C)c(C)c1CNC(=O)/C=C/c1ccccc1F	1.3	.	6.1	-8.0	5.9	-2.8	34.3	0.6	9.2	-0.4
COc1ccc(NC(=O)c2cc(-c3cc(F)ccc3OC(C)C)n[nH]2)cc1OC	.	1.5	7.2	.	.	14.2	.	.	-3.6	0.4
CCC(=O)Nc1c2c(nn1-c1ccccc1)CSC2	-2.5	0.7	-1.7	7.4	6.6	1.4	-2.4	6.2	14.1	-0.4
CC(=O)Nc1ccc(CN2C(=O)C(CCc3ccccc3)ON=C2c2cnccn2)cc1 (stereo unspecified)	.	1.7	-5.9	.	.	12.7	.	.	-0.9	i
Cc1csc(NC(=O)c2ccco2)n1	-9.5	.	8.0	-0.6	6.8	-0.7	-5.1	1.6	12.7	-0.1
Cc1cccc(C)c1OCC(=O)N/N=C/c1ccc2c(c1)OCO2	.	.	4.3	-6.0	-119.0	9.0	35.1	-9.1	8.9	0.0
O=S(=O)(NC1CCCCC1)c1ccc(Br)s1	-19.9	0.7	13.8	-3.0	-3.3	7.7	-1.0	6.6	11.8	i
C=CCn1c(COc2ccccc2)nnc1SCC(=O)Nc1ccc2c(c1)OCCO2	-16.7	.	8.2	0.2	-1.2	-7.8	28.6	0.3	11.6	0.5
Cc1cn(C2CCCCC2)c(=O)n(-c2ccccc2)c1=O	-7.8	1.2	4.5	.	-1.1	-5.3	.	.	-0.7	i
COc1ccc(S(=O)(=O)N2CCOCC2)cc1NC(=O)CN1C(=O)CN(C)C1=O	-8.2	1.0	3.0	.	6.4	2.4	.	4.1	9.4	-0.2
O=C(NCCCn1cccn1)c1cc(COc2ccc(F)cc2Cl)on1	-6.8	-5.6	2.3	-2.9	2.6	1.8	12.9	-7.2	6.7	-0.5
O=c1c(-c2ccccc2)cnc2n1CCS2	1.0	-2.5	4.2	0.7	1.1	-4.5	17.5	6.4	-1.8	1.3
C=CCN1C(c2ccc(Br)cc2)=CS/C1=C(/C#N)c1nnc(N2CCOCC2)n1-c1ccccc1	8.7	1.8	-7.8	-1.6	2.1	7.5	8.5	-1.4	-14.7	-1.3
O=C(NCc1cccs1)C1CCCN1C(=O)Nc1ccc(F)cc1 (stereo unspecified)	-4.8	0.4	4.7	-5.1	5.8	-0.9	7.4	7.8	-18.8	0.5
O=c1[nH][nH]c(=O)c2nc(Nc3ccccc3)ncc12	-13.1	0.3	0.5	.	0.7	0.8	.	.	1.9	1.8
COC(=O)c1c(-c2ccncc2)csc1NC(=O)c1ccoc1C	3.5	.	-4.5	1.7	-2.1	2.3	9.1	-10.1	-2.0	i
Cc1[nH]n2cnnc2c(=O)c1Br	-6.1	2.5	0.5	3.7	2.4	4.1	11.2	7.8	-10.4	-0.6
Cc1cccc(C(=O)Nc2ccc(C(=O)N/N=C/c3ccc(C)o3)cc2)c1	.	-0.2	6.5	-4.0	9.0	-6.4	10.1	-20.8	16.6	-0.3
CCOC(=O)C1CSC2(CCC(c3ccccc3)CC2)N1 (stereo unspecified)	0.7	0.1	-5.3	0.3	-1.3	5.0	22.5	-3.1	-2.0	-0.6
Fc1ccccc1N=C1NN=C(c2ccccc2)CS1	14.4	2.2	11.1	4.0	-2.3	0.6	7.2	-0.2	-1.4	-0.3
Cc1cc(C)nc(NS(=O)(=O)c2ccc(N/C=C/C(=O)c3ccc(Cl)c(Cl)c3)cc2)n1	-18.9	.	6.3	4.7	-1.4	-1.2	-3.9	-1.6	-2.2	-0.1
O=C1C=C(c2ccc3ncccc3c2)C[C@@H](c2ccc(Cl)cc2)C1	13.0	-0.5	-0.1	.	9.4	19.9	.	-15.0	15.9	-1.2
COc1ccc(CN(CCC(c2ccccc2)C2CCOC(C)(C)C2)C(C)=O)cc1 (stereo unspecified)	3.5	2.2	0.0	7.7	-8.4	38.9	7.3	-9.1	7.0	0.4
CC(C)(C)Cc1c(-c2ccc(Br)cc2)nc2ccc(Br)cn12	.	-0.1	1.4	.	0.5	-6.2	.	.	12.6	0.5
Cc1ccccc1NS(=O)(=O)c1nnc(NC(=O)CC(C)C)s1	-10.7	0.2	-1.0	-5.2	2.0	-0.6	13.9	1.7	-7.4	0.0
Cc1nn(-c2ccc([N+](=O)[O-])cc2)c2c1C(c1cccc(Br)c1)N1C(=N2)C(=O)Nc2ccccc21 (stereo unspecified)	1.5	.	-7.1	-0.4	6.1	1.0	-3.6	-23.6	-11.4	-0.2
Cc1ccccc1NC(=O)CN1CCN(Cc2ccccc2)CC1	-24.0	-0.1	-3.9	-1.6	3.9	16.2	26.1	-9.5	6.4	-0.4
O=C(NCc1ccccc1)c1ccc(Br)cc1	-8.6	0.0	10.7	0.5	-2.7	0.3	19.8	6.3	10.4	-1.0
Cc1ccc(Nc2ccc(C(=O)NC3CCCCC3)cn2)cc1	-6.3	1.7	2.8	-0.6	6.6	9.4	16.6	5.2	2.9	i
CCOC(=O)c1c(CN(C)C)n(C)c2c(O)c(N=NC(N)=O)c3ccc(Br)cc3c12	10.7	0.0	-11.3	-4.4	-13.1	-6.8	-2.4	-10.3	36.0*	-0.6
CC1(C)C2CCC1(C)C(OC(=O)CNc1ccccc1)C2 (stereo unspecified)	-28.7	0.5	5.6	4.8	6.1	16.3	17.2	5.2	3.7	i
O=C(O)CCCC(=O)Nc1ccc(Oc2ncnc3cc(Cl)ccc23)nc1	-0.6	0.8	5.7	-3.5	-6.2	-2.4	2.6	-4.7	-2.6	7.1
CCOc1ccc(S(=O)(=O)c2c[nH]c3ccc(C)cc3c2=O)cc1	1.2	-0.2	7.0	4.3	1.9	3.3	-6.7	-1.0	-5.1	i
Cc1ccc(CN2CCN(Cc3cccn3-c3nccs3)CC2CCO)cc1 (stereo unspecified)	3.6	1.5	-9.3	5.9	6.8	11.0	34.0	10.7	-5.3	i
CC(NC(=O)c1ccco1)c1nc(-c2ccc(Cl)cc2)no1 (stereo unspecified)	-10.3	1.1	4.8	-2.9	0.5	0.9	1.4	-19.1	2.2	-0.2
CCNC(=S)NNc1ccccc1	-7.4	-0.7	-2.4	5.5	-1.4	0.1	31.6	-13.3	-1.3	i
CCOc1ccc(NC(=O)CN(C)C(=O)CC2CCCC2)cc1OCC	1.9	0.0	-3.6	.	-15.5	-8.7	.	-0.3	-3.4	0.6

Part of the list above in order of SMILES length, high to low.
SMILES	SSB-PriA inh	TcdB inh	PrPC surface inh	3CLpro inhibitor	MazF activator	Yp Topo-I inh	DUSP3 inh	Rv3671c inh	CCHF vOTU inh	Vc quorum ag
O=C(O)CCCC(=O)Nc1ccc(Oc2ncnc3cc(Cl)ccc23)nc1	-0.6	0.8	5.7	-3.5	-6.2	-2.4	2.6	-4.7	-2.6	7.1
Cc1ccc(CN2CCN(Cc3cccn3-c3nccs3)CC2CCO)cc1 (stereo unspecified)	3.6	1.5	-9.3	5.9	6.8	11.0	34.0	10.7	-5.3	i
Cc1ccc(Nc2ccc(C(=O)NC3CCCCC3)cn2)cc1	-6.3	1.7	2.8	-0.6	6.6	9.4	16.6	5.2	2.9	i

Reprinted at random: 2 records from the list, in no set order.
SMILES	SSB-PriA inh	TcdB inh	PrPC surface inh	3CLpro inhibitor	MazF activator	Yp Topo-I inh	DUSP3 inh	Rv3671c inh	CCHF vOTU inh	Vc quorum ag
Cc1csc(NC(=O)c2ccco2)n1	-9.5	.	8.0	-0.6	6.8	-0.7	-5.1	1.6	12.7	-0.1
C=CCN1C(c2ccc(Br)cc2)=CS/C1=C(/C#N)c1nnc(N2CCOCC2)n1-c1ccccc1	8.7	1.8	-7.8	-1.6	2.1	7.5	8.5	-1.4	-14.7	-1.3
